Screening data from PubChem BioAssay.
FLuc modulator: counter-screen for miR-21 project: firefly luciferase inhibitors or activators | purified FLuc, Km substrates, luminescence inhibition | P08659 | actives 6.9% (n = 360,000) | Potency, µM (titrated, usually from 57.5 µM), for inactives: top-dose activity change, negative = inhibition, most hits filed as inhibitors;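 also: plate controls were vehicle for no effect and reference inhibitor for full effect; nearly all actives have a fitted effect of over 55% in size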
Target sequence (P08659 whole entry, looked up): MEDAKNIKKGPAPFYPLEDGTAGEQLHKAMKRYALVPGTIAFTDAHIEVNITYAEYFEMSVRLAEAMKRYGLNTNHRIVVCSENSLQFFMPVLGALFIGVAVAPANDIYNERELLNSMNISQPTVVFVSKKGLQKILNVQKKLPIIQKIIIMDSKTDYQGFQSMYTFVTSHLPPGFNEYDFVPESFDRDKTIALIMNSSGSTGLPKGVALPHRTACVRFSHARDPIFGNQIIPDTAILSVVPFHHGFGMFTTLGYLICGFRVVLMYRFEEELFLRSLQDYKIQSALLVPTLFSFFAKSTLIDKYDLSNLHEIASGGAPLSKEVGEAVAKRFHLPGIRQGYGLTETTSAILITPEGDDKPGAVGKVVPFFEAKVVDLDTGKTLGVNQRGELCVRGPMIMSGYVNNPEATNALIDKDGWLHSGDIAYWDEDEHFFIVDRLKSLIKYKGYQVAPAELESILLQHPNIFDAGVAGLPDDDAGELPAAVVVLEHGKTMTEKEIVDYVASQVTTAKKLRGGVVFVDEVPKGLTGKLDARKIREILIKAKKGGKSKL
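Biochemical qHTS of compounds, final roughly 60 µM downward over six points, against 10 nM purified firefly luciferase using Km concentrations of substrates (10 uM D-luciferin, 10 uM ATP) in Tris acetate pH 7.5 buffer; luminescence output.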
uPA generation: blocks generation of uPA at the cell surface | AID 540303 | Potency, µM (top dose mostly 38.3 µM), without a hit: top-dose activity change, negative = inhibition, hits mostly inhibitors | cell surface uPA generation assay, qHTS | actives 0.31% (n = 330,000); active = well fitted inhibition curve with a large enough effect; inconclusive = small, poorly fitted or top-dose-only effect; inactive = no such curve, though single readings can be large or run the other way; tested in mouse RAW 264.7 cells; also: % is scaled to controls: 0 for no effect and ±100 for the full control effect; nearly all actives have a fitted effect of over 55% in size
BRCA1 expr act: activators of BRCA1 expression | AID 624202 | Potency, µM (doses to about 46.1 µM), for inactives: top-dose activation, actives largely listed as activators | MCF7-BRCA1-FFLuc reporter, luminescence, 48 h; response scale: scaled: vehicle 0%, 10 µM genistein 100% | actives 1.1% (n = 380,000); also: nearly all actives have a fitted effect of over 80% in size; some results filed as inactive show a strong effect at the top dose
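Quantitative HTS in MCF7 cells stably reporting BRCA1 expression via firefly luciferase. Compound treatment lasts 48 h at 37 °C in phenol-red free MEM. Activation is expressed relative to genistein at 10 microM and DMSO.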
Rab9 prom act: Rab9 promoter activation; Huh7 Rab9 promoter-luciferase reporter, luminescence, 24 h; Potency, µM (titrated, usually from 9.22 µM), without a hit: at the highest dose activation, negative = inhibition, actives largely listed as activators; actives 2.8% (n = 320,000); AID 485297; also: % of control where 0% means no effect; nearly all actives have a fitted effect of over 60% in size
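Quantitative HTS format; Huh7 Rab9-luciferase reporter cells (1500/well) receive compound 2 h post-plating, incubate 24 h at 37 °C, then get luciferase reagent for 10 min before luminescence reading.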
RORgamma inh: inhibitors of mouse ROR gamma transcriptional activity. P51450. actives 5.4% (n = 310,000). Potency, µM (highest dose often 53.6 µM), without a hit: at the top dose activity change, negative = inhibition, usual class: inhibitors. Drosophila S2 Gal4-RORgamma UAS-luciferase reporter, 20 h; also: % is scaled to controls: 0 for no effect and ±100 for the full control effect; nearly all actives have a fitted effect of over 60% in size
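Stable Schneider cell line, Gal4 DNA-binding domain fused to ROR gamma, UAS-luciferase. Cmpd 1 hr RT → CuSO4 700 uM final → 20 hr RT → luciferase reagent 10 min → luminescence.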
p53 reactivation: mutant p53 re-activation in reporter cells; H1299 p53-A138V BP100-luciferase reporter, luminescence, 24 h; Potency, µM (doses to about 92.2 µM), for the others: top-dose activity change, positive = activation, usual class: activators; actives 0.063% (n = 320,000); also: % of control where 0% means no effect; nearly all actives have a fitted effect of over 45% in size
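H1299 (p53-null), stable ts p53-A138V + BP100-Luc; 1000 cells/well, Opti-MEM/10% FBS; cpd 4 pt, 1:5; 24 h, 37 deg C, 5% CO2; detection reagent 10 min RT; luminescence.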
NPC1 prom act: activates the NPC1 promoter. Huh7 NPC1 promoter luciferase reporter, 24 h. Potency, µM (top dose mostly 9.22 µM), without a hit: at the top dose activation, actives largely listed as activators. actives 2.4% (n = 320,000). AID 485313;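 also: % of control where 0% means no effect; nearly all actives have a fitted effect of over 60% in size; reporter is driven by a mutant NPC1 promoter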
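Luciferase expression driven by the NPC1 promoter was measured in stably transfected Huh7 cells after a 24 h compound incubation, using a luciferase reagent and a luminescence read.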
ELG1 genotox: induces genotoxicity in HEK293T cells with luciferase-tagged ELG1; AID 504466; actives 1.3% (n = 330,000); Potency, µM (highest dose often 46 µM), without a hit: top-dose activity change, positive = activation, actives largely listed as activators; HEK293T ELG1-luciferase reporter, luminescence, 16 h; also: % of control where 0% means no effect; nearly all actives have a fitted effect of over 60% in size
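After overnight (16 hr) compound treatment at 37 °C, ELG1-luciferase HEK293T cells were lysed with ONE-Glo; luminescence quantified 30 min later at room temperature.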
Gal4-VP16 FLuc: Gal4-VP16 reporter inhibition counter-screen. actives 3.5% (n = 310,000). Potency, µM (doses to about 53.6 µM), for the others: at the top dose activity, negative = inhibition, usual class: inhibitors. Drosophila S2 Gal4-VP16 UAS-luciferase, luminescence, 20 h. AID 2546;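 also: Gal4-VP16 expression switched on by copper sulfate through the metallothionein promoter; % is scaled to controls: 0 for no effect and ±100 for the full control effect; nearly all actives have a fitted effect of over 50% in size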
MBNL1 CUG block: blocks human MBNL1 binding to CUG repeat RNA. TR-FRET MBNL1-His/biotin-(CUG)12 binding, 665/545 ratio. Potency, µM (doses to about 57.5 µM), for the others: top-dose activity change, negative = inhibition, usual class: inhibitors. actives 0.036% (n = 280,000); active = well fitted inhibition curve with a large enough effect in the signal ratio, with a control signal flat, not every such curve was filed as active; inconclusive = small, poorly fitted or top-dose-only effect, or effect the other way, or a change in a side signal; inactive = no such curve, though single readings can be large or run the other way; the % refers to the signal ratio; also: % is scaled to controls: 0 for no effect and ±100 for the full control effect
Target sequence (Q9NR56 whole entry, looked up): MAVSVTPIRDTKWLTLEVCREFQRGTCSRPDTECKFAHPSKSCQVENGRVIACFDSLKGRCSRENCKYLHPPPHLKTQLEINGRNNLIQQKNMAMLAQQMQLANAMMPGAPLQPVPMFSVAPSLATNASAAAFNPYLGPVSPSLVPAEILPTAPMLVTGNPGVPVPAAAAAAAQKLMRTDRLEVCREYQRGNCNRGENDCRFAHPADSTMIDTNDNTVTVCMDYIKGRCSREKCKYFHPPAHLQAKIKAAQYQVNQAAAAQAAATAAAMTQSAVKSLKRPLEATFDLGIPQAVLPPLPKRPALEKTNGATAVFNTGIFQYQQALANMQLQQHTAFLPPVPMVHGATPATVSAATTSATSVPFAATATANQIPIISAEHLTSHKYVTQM
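Compounds (final 92 nM to 58 uM) are added to His-tagged MBNL1 and biotin-(CUG)12, then terbium anti-His antibody and streptavidin-XL665 (5 nM final). After 60 min at room temperature, the 665/545 nm ratio is read.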
Active calls of the source: *; ? = inconclusive; nt = no result given; & = joins results of further samples; [ ] = remark or other dose. Unless noted, calls follow the shape of the dose curve; as a rule, active = well fitted curve in the direction sought with a large enough effect; inconclusive = small, poorly fitted or top-dose-only effect, or another doubt; inactive = no such curve, though single readings can be large; an effect the other way counts as inactive or inconclusive. Potency is read from the fitted curve at half-maximal effect. Not a hit list. Share with any hit: about 13%.

mol | p53 reactivation | MBNL1 CUG block | Rab9 prom act | BRCA1 expr act | FLuc modulator | ELG1 genotox | NPC1 prom act | Gal4-VP16 FLuc | RORgamma inh | uPA generation
CCOC(=O)c1c(C)[nH]c(C)c1S(=O)(=O)N(C)CC(=O)NCc1ccc(C)cc1 | -13% | -3% | -1% | -3%&-18% | 2%&-9% | -3% | 0% | 0% | -3% | 0%
NCCOc1ccc(C2CCCCC2)cc1 | -1% | -11% | 12% | -57% | -7% | 13% | 8% | -12% | ? | -3%
Cc1nn(CC(=O)Nc2cccc(S(N)(=O)=O)c2)c(C)c1[N+](=O)[O-] | 0% | nt | -11% | -5% | -1% | 1% | -4% | ? | -7%[10 µM] | 2%
COc1ccc2cc(-c3ccon3)ccc2c1 | 23% | 14% | ? | 10µM* | 3µM* | ? | ? | 14% | -18% | -4%
Cn1c(SCC(=O)N/N=C/C=C\c2ccco2)nc2ccccc21 | 0% | ? | ? | 0% | -2% | -5% | 6% | ? | 0.4µM* | -2%
COc1ccc2[nH]c(=O)c(CN(Cc3nnnn3Cc3ccco3)C3CCCCC3)cc2c1 | -3% | 8% | 4% | -25% | -3% | -12% | 15% | 3% | -3% | 2%
O=C(c1ccco1)N1CCCSC1=Nc1ccccc1 | 1% | 7% | 1% | 0% | -3% | -2% | 5% | -1% | -8% | 2%
O=C1CCN2C=Nc3cccc4ccc1c2c34 | 23% | ? | -8% | 4% | -2% | 2% | 1% | -6% | -5% | -2%
CN(C)S(=O)(=O)c1cc(C(=O)NCc2ccccc2)c(Cl)cc1Cl | 20% | -6% | -4% | 1% | -9% | -12% | -2% | -5% | 11% | -15%
Cc1nn(CC(=O)NCc2ccccc2F)c(C)c1[N+](=O)[O-] | 1% | -3% | -14% | -23% | -2% | 1% | -3% | -3% | 4% | -2%
COc1ccc(/C=C/C(=O)Nc2ccc(C(N)=O)cc2)cc1OC | -5% | 5% | 2% | -11% | -18% | 0% | -1% | -5% | 1% | -1%
CCCCCCCNC(=O)C1(CC2CC(c3cccc(Br)c3)=NO2)CCN(C(=O)c2ccccc2)CC1 (stereo unspecified) | -5% | nt | -3% | -36% | 0% | -1% | 1% | nt | nt | ?
CC(=O)n1nc(-c2ccccc2)nc1NCc1cccs1 | 9% | 0% | ? | 76% | -2% | ? | 17% | -5% | 44% | 3%
COc1ccc(CCNC(=O)CSc2n[nH]c(N)n2)cc1OC | 3% | 4% | 0% | 13% | 4% | 2% | -2% | 5% | -34% | -6%
CC(=O)C1=C(O)C(=O)N(CCCn2ccnc2)C1c1ccc(Cl)cc1 (stereo unspecified) | 3% | 8% | -8% | -8% | -1% | -1% | -5% | 1% | 18% | 1%
Cc1ccc(C(=O)COC(=O)c2ccccc2NC(=O)c2ccccc2)cc1[N+](=O)[O-] | 2% | nt | 1% | -4% | -7% | -7% | 5% | -1% | -2% | 4%
O=C(Cc1ccc(Br)cc1)N1CCN(C(=O)c2ccccc2)CC1 | 0% | nt | 8% | 6% | nt | -1% | -4% | nt | nt | -11%
CN(CCc1ccccn1)C(=O)Nc1cc(Cl)cc(Cl)c1 | -4% | nt | 2% | 7% | 0% | 0% | 1% | 6% | 1% | -3%
CN(c1ccccc1)S(=O)(=O)c1cccc(NC(=O)CSc2nnc(C3CC3)n2C)c1 | 14% | nt | -6% | 6% | 0% | -4% | -3% | nt | nt | -3%
CCC1=NN(C(=O)Cc2ccc([N+](=O)[O-])cc2)C(O)(C(C)(C)C)C1 (stereo unspecified) | -1% | 13% | 0% | 19% | 4% | -5% | -4% | -9% | 8.9µM* | 0%
O=C(Cc1noc2ccccc12)Nc1ccccn1 | ? | -8% | ? | 89% | ? | 17% | ? | 2% | 12% | 2%
CSc1nnc(SCC(=O)NC(=O)c2ccccc2)s1 | 6% | nt | 10% | -6% | -1% | 1% | -2% | nt | nt | -1%
N#Cc1ccc(NC(=O)c2cc(-c3cccs3)on2)cc1 | 5% | 8% | -5% | 1% | -2% | -1% | 1% | -2% | 2% | -2%
COC(=O)c1ccc(COc2cccc3c2CCN(Cc2ccccc2)C3=O)o1 | -32%[inhibitor] | -5% | -9% | -37% | -5% | 1% | -5% | -11% | 130% | -3%
CCOc1ccc(-n2c(SCC(=O)NCc3ccco3)nnc2-c2c[nH]c3ccccc23)cc1 | 0% | 10% | -8% | -31% | -2% | -33%[inhibitor] | 1% | -8% | 40% | 8%
COc1ccc(S(=O)(=O)N2CCOC23CCN(C(=O)c2ccc(Cl)cc2Cl)CC3)cc1 | -4% | 1% | -10% | -29% | 3% | -4% | -8% | -16% | 38% | 2%
CC(=O)c1ccccc1NC(=O)CCCNC(=O)c1ccc(Cl)cc1 | -11% | -3% | 6% | 1% | -2% | -27% | -6% | 7% | -11% | -3%
Cc1c(C(=O)O)sc2nc(CSc3ncc(C(F)(F)F)cc3Cl)[nH]c(=O)c12 | -1% | -4% | -4% | -7% | -4% | 0% | 3% | 3% | -2% | 2%
O=C(O)CCn1cc(C2CC(c3ccccc3)=NN2c2ccccc2)c(-c2ccccc2)n1 (stereo unspecified) | -3% | 14% | 10% | -8% | 19µM* | -2% | -1% | 9% | 32% | 0%
CN(C)S(=O)(=O)c1ccc(NC(=O)COC(=O)c2ccccn2)cc1 | -1% | 3% | -1% | 0% | -5% | -1% | -2% | -8% | -11% | -6%
CCCCn1c(SCc2cccc([N+](=O)[O-])c2)nc2ccsc2c1=O | -9% | 14% | -5% | -23% | -2% | -8% | -4% | 3% | ? | 1%
O=C(Nc1ccc(N2CCOCC2)c(Cl)c1)c1cc(F)c(F)cc1Cl | 11% | -7% | 11% | 33% | ? | 10% | 5% | 11% | -37% | 4%
O=C1CCCC(=NNC(=O)c2cc3ccccc3cc2O)C1 | ? | nt | nt | 21% | nt | ? | nt | nt | nt | -4%
CC1(C)C(c2ccccc2)=[N+]([O-])C2(CCCCC2=O)N1O (stereo unspecified) | 23% | ? | -5% | 0% | 1% | 0% | -2% | 6% | 3% | 0%
NC(=O)CNC(=O)[C@@H]1CC2(CC(c3cccc([N+](=O)[O-])c3)=NO2)CN1C(=O)c1ccccc1 (stereo partly specified) | -2% | ? | -5% | 15% | -6% | 0% | -3% | -4% | -6% | 12%
Cc1cccc(CCNC(=O)c2oc3c(C)c(C)ccc3c2C)n1 | 16% | 0% | 1% | -6% | -17% | -3% | 2% | 2% | 1% | -8%
O=c1cc(C23CC4CC(CC(C4)C2)C3)[nH][nH]1 | nt | 10% | nt | 11% | -18% | nt | nt | 29% | -25% | 0%
O=C(N/N=C/c1coc2ccc(Cl)cc2c1=O)c1cc(O)cc(O)c1 | -10% | -7% | 6% | 35% | -19% | -10% | -1% | -4% | -44% | 3%
Cc1ccnc(NC(=O)CN2C(=O)c3ccccc3C2=O)c1 | 1% | 5% | 0% | -10% | -5% | 7% | -2% | -11% | 9% | 6%
CC(c1ccco1)N(C(=O)c1cccc(S(=O)(=O)N(C)C)c1)c1ccccn1 (stereo unspecified) | 7% | -2% | -2% | 4% | 2% | -3% | -4% | -13% | -2% | 0%
CCc1ccc(NC(=O)CSc2nnc(C3CC3)n2CC2CCCO2)cc1 (stereo unspecified) | -3% | 1% | -2% | 0% | 2% | -3% | 0% | -11% | 8% | 0%
COc1ccc(-c2cc(C(F)(F)F)nc(SCCC(=O)Nc3cc(C)on3)n2)cc1 | nt | -8% | nt | -8% | 4% | nt | nt | 0% | 0% | -3%
COc1cc(/C=N/NC(=O)c2cccnc2)ccc1OC(=O)c1cccc(Br)c1 | 0% | 1% | -1% | -10% | 0% | -17% | -5% | -18% | 11µM* | -1%
COc1cc(OC)cc(-c2nc(N)n[nH]2)c1 | -5% | -14% | 11% | 11% | 5% | 8% | -4% | -2% | 1% | 4%
COc1cccc(-n2nc(-c3ccnn3-c3ccc(C)cc3)c(=O)n(C)c2=O)c1 | -3% | ? | 2% | -32% | -3% | 2% | 0% | -8% | -27% | -4%
COc1cccc(NC(=O)c2cc(-c3cccnc3)nc3c(Cl)cccc23)c1 | 2% | 19% | 0% | -26% | -1% | 0% | 1% | 0% | -3% | nt
CCOC(=O)c1c(-c2ccc(C)cc2)csc1NC(=O)CCN1CCOCC1 | -7% | -10% | -1% | -47% | -1% | -2% | -3% | 0% | 3% | 0%
O=C(Nc1ccncc1)Nc1cccc(F)c1 | 0% | -2% | 9% | 72% | ? | 10% | 4% | -5% | 3% | -5%
CC(=O)Nc1ccc(S(=O)(=O)N2CCC(C(N)=O)(N3CCCCC3)CC2)cc1 | nt | -4% | 1% | -2% | -1% | nt | -1% | 2% | -6% | -2%
CN=c1sc2ccccc2n1CC(O)COCc1ccco1 (stereo unspecified) | nt | -1% | nt | 23% | 0% | nt | nt | 22% | 18% | 5%
CC1=C(C(=O)OCC(C)C)[C@]23C(=O)c4ccccc4[C@@]2(O1)OC(N)=C3C#N | 5% | 7% | 0% | -3% | -1% | 2% | -3% | 23% | 17% | 0%
c1ccc(Cc2ccc(OCCn3ccnc3)cc2)cc1 | 8% | 4% | -14% | 2% | -13% | ? | -5% | ? | ? | -23%
Cc1cc(C)cc(NS(=O)(=O)c2ccc3[nH]cc(C(=O)N4CCc5ccccc54)c(=O)c3c2)c1 | 9% | nt | 1% | -13% | 0% | -4% | 2% | -6% | ? | -4%
